High-throughput results as filed in PubChem.
BLM helicase inh – inhibitors of human Bloom syndrome helicase BLM; P54132; recombinant BLM DNA unwinding, fluorescence dequenching; Potency, µM (top dose mostly 56.1 µM), without a hit: top-dose activity change, negative = inhibition, most hits filed as inhibitors; 0.2% of 350,000 active;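 also: potency is read from the fitted curve at half-maximal effect; plate controls were vehicle for no effect and no enzyme for full effect; nearly all actives have a fitted effect of over 35% in size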
Tb PGK inh – blocks T. brucei phosphoglycerate kinase. P07378. PGK/GAPDH coupled, Kinase-Glo luminescence, 60 min. Potency, µM (top dose mostly 57.5 µM), for the others: at the top dose activity change, negative = inhibition, most hits filed as inhibitors. 0.043% of 380,000 active. AID 602233; also: potency is read from the fitted curve at half-maximal effect; % is scaled to controls: 0 for no effect and ±100 for the full control effect; nearly all actives have a fitted effect of over 60% in size
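Luminescent ATP detection (Kinase-Glo Plus) follows a 60-minute room-temperature incubation, with wells lacking PGK as controls. Buffer: 100 mM TEA (pH 7.6), 5 mM MgCl2, 0.01% Tween-20. Coupling enzyme GAPDH (100 nM final) supplies unstable 1,3-BPG in-well.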
POLK inh – blocks human DNA polymerase kappa activity; Q9UBT6; Potency, µM (highest dose often 107 µM), inactives show at the top dose activity, negative = inhibition, usual class: inhibitors; purified Pol kappa, fluorescent DNA synthesis assay, 10 min; 0.53% of 400,000 active; also: potency is read from the fitted curve at half-maximal effect; % is scaled to controls: 0 for no effect and ±100 for the full control effect
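First, compounds were pin-transferred onto 10 nM Pol kappa. After 15 min at room temperature, substrate was added to 50 nM final. Fluorescence was then measured kinetically at 0 and 10 min.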
Pol iota inh – DNA polymerase iota (human) inhibition | Q9UNA4 | Pol iota fluorescent replication assay, 10 min | Potency, µM (titrated, usually from 115 µM), for the others: top-dose activity, negative = inhibition, usual class: inhibitors | 1% of 390,000 active; also: potency is read from the fitted curve at half-maximal effect
Target sequence (Q9UNA4 whole entry, looked up): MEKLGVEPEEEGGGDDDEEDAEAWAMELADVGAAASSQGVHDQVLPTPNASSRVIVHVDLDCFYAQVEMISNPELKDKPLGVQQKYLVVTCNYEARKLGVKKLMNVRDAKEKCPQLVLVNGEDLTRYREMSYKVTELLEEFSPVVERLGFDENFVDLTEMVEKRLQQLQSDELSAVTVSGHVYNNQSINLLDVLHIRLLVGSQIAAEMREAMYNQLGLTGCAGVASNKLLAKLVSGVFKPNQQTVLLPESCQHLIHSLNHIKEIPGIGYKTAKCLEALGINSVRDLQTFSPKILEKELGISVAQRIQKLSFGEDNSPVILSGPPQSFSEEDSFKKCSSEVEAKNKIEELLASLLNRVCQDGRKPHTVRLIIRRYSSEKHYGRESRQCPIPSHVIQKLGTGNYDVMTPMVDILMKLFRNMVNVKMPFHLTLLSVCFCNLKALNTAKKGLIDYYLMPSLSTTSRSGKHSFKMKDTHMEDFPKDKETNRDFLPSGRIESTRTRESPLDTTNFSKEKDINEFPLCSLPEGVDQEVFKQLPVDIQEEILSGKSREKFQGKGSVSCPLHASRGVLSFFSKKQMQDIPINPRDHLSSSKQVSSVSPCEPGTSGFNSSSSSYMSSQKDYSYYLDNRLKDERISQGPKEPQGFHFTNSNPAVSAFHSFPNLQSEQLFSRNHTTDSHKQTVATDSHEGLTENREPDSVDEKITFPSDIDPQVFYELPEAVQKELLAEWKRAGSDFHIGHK
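Fluorescent replication assay read twice, at 0 min and 10 min after adding 50 nM (final) substrate. Enzyme (10 nM) and compounds were first incubated 15 min at room temperature; enzyme-free buffer wells were negative controls.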
APEX1 inh – APE1 (human) endonuclease inhibition; P27695; recombinant APE1, TAMRA/BHQ-2 abasic DNA cleavage fluorescence; Potency, µM (top dose mostly 65.8 µM), inactives show at the highest dose activity change, negative = inhibition, actives largely listed as inhibitors; 0.35% of 350,000 active;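 also: potency is read from the fitted curve at half-maximal effect; plate controls were vehicle for no effect and reference inhibitor for full effect; nearly all actives have a fitted effect of over 55% in size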
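Measures dequenching upon AP-site incision of a 5'-TAMRA/3'-BHQ-2 THF-containing duplex, 50 nM; human APE1 0.75 nM after 15 min room-temperature exposure to compound; kinetic three-point read at one-minute spacing.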
RXFP1 antag – RXFP1 (human) relaxin receptor antagonism. AID 1259400. HEK293-RXFP1, relaxin-stimulated cAMP HTRF, 30 min; stronger effect = lower value. 0.59% of 350,000 active. activity change, negative = inhibition, % at 57.5 µM. Q9HBX9;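 active = activity change of -60% or lower, but not beyond a set lower limit; inconclusive = change between -60% and -40%, or beyond the set limit; inactive = change above -40%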; also: % is scaled to controls: 0 for no effect and ±100 for the full control effect
POLH inh – DNA polymerase eta (human) inhibition. Q9Y253. recombinant Pol eta, fluorescent DNA replication assay. Potency, µM (top dose mostly 114 µM), for the others: at the highest dose activity change, negative = inhibition, usual class: inhibitors. 1.2% of 390,000 active. AID 588591; also: potency is read from the fitted curve at half-maximal effect; % is scaled to controls: 0 for no effect and ±100 for the full control effect
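Pol eta (10 nM) was preincubated with compounds for 15 min at room temperature, after which fluorescent replication substrate (50 nM final) was added to start the reaction. Fluorescence was read kinetically at 0 and 10 min.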
Pol beta inh – DNA polymerase beta (human) inhibition; AID 485314; 1.3% of 340,000 active; P06746; Potency, µM (highest dose often 114 µM), without a hit: top-dose activity change, negative = inhibition, usual class: inhibitors; Pol beta primer extension/strand displacement, fluorescence kinetic; also: potency is read from the fitted curve at half-maximal effect; % is scaled to controls: 0 for no effect and ±100 for the full control effect
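Reaction started by 50 nM substrate onto compound-treated Pol beta (10 nM, 15 min preincubation, room temperature); plates read at 0 min and 10 min. Normalized concentration-effect data fitted by four-parameter Hill equation.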
Apoferritin bind – binds horse apoferritin like a general anesthetic. Potency, µM (top dose mostly 77.5 µM), for the others: at the top dose activity change, negative = displacement, hits mostly inhibitors. AID 485281. apoferritin/1-aminoanthracene competitive binding, fluorescence. 0.074% of 350,000 active; also: potency is read from the fitted curve at half-maximal effect; % is scaled to controls: 0 for no effect and ±100 for the full control effect; nearly all actives have a fitted effect of over 20% in size
Target sequence (P02791 2-175 limits assumed): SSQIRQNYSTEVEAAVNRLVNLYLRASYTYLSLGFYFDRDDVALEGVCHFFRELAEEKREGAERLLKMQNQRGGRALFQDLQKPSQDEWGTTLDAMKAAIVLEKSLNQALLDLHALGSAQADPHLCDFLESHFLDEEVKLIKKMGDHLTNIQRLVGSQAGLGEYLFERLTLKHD
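In PBS, apoferritin at 10 uM is loaded with 1-AMA from a 50% saturated solution. After 10 min of compound exposure at ambient temperature, reduced 535 nm fluorescence indicates probe displacement.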
* marks the source's active call; other numbers are inactive results; i = inactive; ? = inconclusive; . = not tested or not shown; [ ] = another dose, or the depositor's remark. Unless noted, calls follow the shape of the dose curve; as a rule, active = well fitted curve in the direction sought with a large enough effect; inconclusive = small, poorly fitted or top-dose-only effect, or another doubt; inactive = no such curve, though single readings can be large; an effect the other way counts as inactive or inconclusive. The list is partial; rates above refer to the full screens.

SMILES	BLM helicase inh	Tb PGK inh	POLK inh	Pol iota inh	APEX1 inh	RXFP1 antag	POLH inh	Pol beta inh	Apoferritin bind
Cc1cc(=O)oc2cc(OCC(=O)OC(C)C(=O)Nc3ccc(S(N)(=O)=O)cc3)ccc12 (stereo not drawn)	.	5%	-10%	13%	1%	-4	-7%	.	.
COc1ccc(NC(=O)CSc2nc3c(oc4ccccc43)c(=O)n2-c2ccccc2)cc1OC	-5%	9%	-3%	5%	.	.	-10%	-1%	-5%
COc1cc(C(=O)NN2C(=O)NC3(CCC(C)CC3)C2=O)ccc1OC(F)F (stereo not drawn)	.	-10%	-6%	20%	8%	3	-19%	.	.
Cc1nc(Sc2cccn2C)c(C(F)(F)F)c(=O)[nH]1	-2%	i	-4%	-14%	2%	6	-18%	0%	-9%
Cc1cc(Cl)ccc1OCC(=O)N1CCC(c2nc3ccccc3s2)CC1	-12%	-6%	-2%	20%	.	-23	-28%	?	46%[activator]
O=C(CSc1nnc(-c2ccccc2)n1-c1ccc(Cl)cc1)N/N=C/c1ccco1	3%	i	-6%	11%	-2%	-4	-5%	-3%	-20%
O=C(N/N=C/c1ccc2c(c1)OCO2)c1cc(-c2ccncc2)nc2ccccc12	4%	3%	-5%	16%	0%	-3	?	-21%	4%
CCN1CCCC1CNC(=O)C(=O)Nc1ccccc1OC (stereo not drawn)	1%	-6%	-5%	26%	-3%	4	0%	1%	-9%
O=C(O)c1oc2ccccc2c1CSc1ccccn1	3%	i	-9%	5%	16%	-6	8%	0%	-13%
Cc1cc(S(=O)(=O)N2CCN(c3ccccc3F)CC2)ccc1-n1cnnn1	-7%	-1%	-19%	89%[activator]	21%	-1	-7%	-4%	-15%
COc1ccccc1OCC(=O)Nc1ccc(S(=O)(=O)Nc2nccs2)cc1	-5%	-10%	11%	17%	-2%	-1	-3%	27%	5%
O=C(CCCSc1nc2ccccc2c(=O)[nH]1)c1ccc(F)cc1	-1%	10%	-9%	99%[activator]	-5%	1	4%	-10%	?
O=C(NCCCO)C(=O)NCC(c1ccc2c(c1)OCO2)N1CCOCC1 (stereo not drawn)	2%	7%	-4%[60.1 µM]	-27%	.	-14	-5%	8%	7%
Cc1cc(=O)[nH]c(Sc2c(-c3ccccc3)c3ccccc3[nH]c2=O)n1	0%	-3%	-2%	18%	-6%	-1	-17%	?	-10%
Cc1ccc2oc(-c3ccc(Cl)c(NC(=O)c4ccc(-c5ccccc5[N+](=O)[O-])o4)c3)nc2c1	-13%	-4%	12%	24%	.	.	-11%	17%	-5%
CCN(Cc1ccccc1)C(=O)COC(=O)CNC(=O)c1ccc(C)s1	-2%	-1%	5%	23%	3%	-2	-3%	-9%	-24%
Cc1cc(N2CCN(c3cccc(C(F)(F)F)c3)CC2)n2nc(-c3ccccc3C)nc2n1	-16%	-3%	-4%	41%[activator]	.	.	-25%	-10%	-14%
Cc1cc(C)cc(NC(=S)NC2CC3CCCC(C2)N3C2CC2)c1 (stereo not drawn)	1%	-6%	-1%	?	0%	-8	-13%	1%	-7%
CCOc1ccc(NC(=O)CN(C)c2nnnn2-c2ccccc2)cc1OCC	0%	-1%	-4%	-10%	-6%	-7	-3%	7%	-11%
COc1ccc(Oc2nc3ccccc3n3cccc23)cc1	-3%	i	-1%	14%	-4%	-8	-9%	0%	10%
COCCc1nc2ccc(C(=O)NCc3cccc(-n4cccn4)c3)cc2o1	2%	-8%	6%	14%	58%[activator]	-26	-4%	-1%	-15%
CC1CCCCC12NC(=O)N(CC(=O)N1CCN(S(=O)(=O)c3ccc4c(c3)CCC4)CC1)C2=O (stereo not drawn)	.	8%	-6%	13%	-5%	-8	-4%	.	.
C=CCn1c(SCC(=O)NC2CCCC2)nc2c([nH]c3ccccc32)c1=O	0%	-2%	-1%	11%	10%	-17	-17%	0%	1%
COC(=O)[C@H]1[C@@H](C)N(Cc2ccccc2)C(=O)N[C@H]1c1cccc(C(F)(F)F)c1	0%[12.4 µM]	5%	-6%	13%	1%[12.4 µM]	.	-7%	.	.
COc1ccc(CNC(=O)COC(=O)C2CCN(S(=O)(=O)c3ccccc3C(F)(F)F)CC2)cc1	-5%	0%	-5%	19%	-5%	.	-25%	-1%	1%
CCc1nnc(NC(=O)CSc2nnnn2-c2cccc(C(=O)OC)c2)s1	1%	6%	-19%	-1%	-1%	-3	-2%	13%	-10%
COc1ccc(S(=O)(=O)N2CCOCC2)cc1NC(=O)CSc1ncnc2ccccc12	-1%	-2%	-11%	4%	-10%	-1	-2%	0%	-13%
CNS(=O)(=O)c1ccc(CNC[C@H]2O[C@@H](n3cnc(C(N)=O)n3)[C@H](O)[C@@H]2O)cc1	.	i	0%	-21%	.	.	6%	.	.
O=C(Nc1cccc(Cl)c1)N1CCc2ccccc2C1	-7%	-1%	3%	2%	15%	-1	-16%	-8%	?
CC(C)c1cc(C(N)=O)c(NC(=O)c2cccc(COc3ccc(Cl)cc3)c2)s1	-12%	-5%	-11%	-6%	-7%	-8	-21%	8%	92%[activator]
CCN(CC)S(=O)(=O)c1ccc(N2CCOCC2)c(NC(=O)COc2ccc(Cl)cc2)c1	-7%	-2%	-16%	4%	-2%	1	-20%	8%	0%
O=C(CCc1nc(-c2ccc(Cl)cc2)no1)NC1CCCC1	0%	-5%	8%	32%[activator]	0%	6	-16%	-5%	-1%
CCc1ccc(NC(=O)CCn2cnc3ccccc3c2=O)cc1	0%	-13%	-8%[60.1 µM]	?	.	-12	1%	?	1%
Cc1cc(/C=C2/C(=N)N3C(=NC2=O)SN=C3S(C)(=O)=O)c(C)n1-c1ccc(F)cc1	-5%	.	?	-7%	-7%	0	?	-13%	-8%
COc1ccccc1/C=N/n1nnnc1N	2%	-2%	14%	22%	-17%	-4	-13%	17%	-2%
CC(CCc1ccccc1)NC(=O)CC(C)c1ccccc1 (stereo not drawn)	-9%	7%	4%	12%	8%	-4	-7%	0%	-12%
O=C(C1=NNC2C(=O)N(c3ccccc3)C(=O)C12)c1nc(Cl)ccc1Cl (stereo not drawn)	3%	-1%	-7%	75%[activator]	-4%	-1	2%	4%	-14%
Cc1cccn2c(=O)c3cc(C(=O)N4CCCCC4)sc3nc12	1%	7%	-9%	94%[activator]	1%	6	-21%	1%	13%
CCn1c(=O)c(C(=O)NCc2ccccc2Cl)c(O)c2ccccc21	-9%	0%	0%	6%	-10%	1	-15%	18%	-4%
C=C1CCN(C(CC(C)C)C(=O)NCc2cc(OC)c(OC)c(OC)c2)S(=O)(=O)c2ccccc21 (stereo not drawn)	0%	.	-16%	-23%	-2%	.	.	.	-12%
COc1ccc(NC(=S)N2CCc3ccccc3C2)cc1	-2%	-9%	3%	14%	2%	4	-11%	24%	-5%
O=C(NCc1cccnc1)C(=O)N/N=C/c1ccc([N+](=O)[O-])cc1	0%	-1%	-8%	13%	12%	3	-1%	9%	-4%
O=C(c1ccc([N+](=O)[O-])cc1)N(C1=NCCCCS1)c1ccccc1	-5%	-9%	-13%	-4%	-1%	-8	-2%	-2%	-15%
CCOc1ccc(C(=O)NCC(c2ccc3c(c2)OCO3)N2CCN(c3ccc(F)cc3)CC2)cc1 (stereo not drawn)	-8%	-1%	-10%[60.1 µM]	-1%	.	-17	-7%	-26%	38%[activator]
O=C(Nc1ccc(F)cc1)c1ccc2c(c1)NC(=O)c1ccccc1S2	-3%	5%	3%	50%[activator]	.	4	-13%	10%	-5%
Cc1cccc(N=C2NC(=O)/C(=C/c3cccn3C)S2)c1C	0%	7%	-18%	?	-4%	-26	-24%	2%	?
O=C(Cc1ccccc1)N1CCC(c2nc(-c3ccc(F)cc3)no2)CC1	-7%	i	-9%	38%[activator]	15%	-2	-23%	18%	-21%
CCOC(=O)N1CCC(NS(=O)(=O)c2cc(Br)cnc2N)CC1	-1%	-12%	-3%	-9%	-1%	-4	-5%	17%	-12%
Cc1cccc(C(=O)Nc2cccc(OCc3cc(=O)n4cc(C)sc4n3)c2)c1	-1%	-6%	-20%	10%	.	.	-1%	13%	-5%
CSc1ncccc1C(=O)OCC(=O)c1ccccc1	-4%	-8%	-7%	160%[activator]	2%	-12	-21%	0%	-24%
O=C(NCCc1ccccn1)C1CCN(S(=O)(=O)c2ccc3ccccc3c2)CC1	2%	5%	-1%	11%	10%	-11	-11%	-3%	-5%
Cc1ccc(NC(=O)CN(C)S(=O)(=O)c2cccc3nsnc23)cc1	1%	4%	-11%	10%	-2%	-2	-27%	-1%	-18%
Cc1ccc(NCCC(=O)c2ccccc2)cc1Cl	-12%	-4%	-5%	104%[activator]	-2%	-11	-12%	31%	-10%
O=C(Nc1nnc(-c2ccc(Cl)cc2)o1)c1cccc(N2C(=O)CCC2=O)c1	-10%	0%	0%	19%	1%	9	-7%	-11%	2%
CCN(C(=S)NCc1ccccc1)c1ccccc1	-4%	-7%	-4%	-8%	-2%	-7	-30%	15%	-18%
CSc1nc2sc(-c3ccccc3)cc2c(=O)n1N	-5%	-20%	-2%	21%	0%	.	-4%	8%	-1%

3 entries from above, with values under each structure.
Results follow in this order: BLM helicase inh, Tb PGK inh, POLK inh, Pol iota inh, APEX1 inh, RXFP1 antag, POLH inh, Pol beta inh, Apoferritin bind
- Cc1cccc(N=C2NC(=O)/C(=C/c3cccn3C)S2)c1C
→ 0%, 7%, -18%, ?, -4%, -26, -24%, 2%, ?
- O=C(Cc1ccccc1)N1CCC(c2nc(-c3ccc(F)cc3)no2)CC1
→ -7%, i, -9%, 38%[activator], 15%, -2, -23%, 18%, -21%
- CCOC(=O)N1CCC(NS(=O)(=O)c2cc(Br)cnc2N)CC1
→ -1%, -12%, -3%, -9%, -1%, -4, -5%, 17%, -12%
